Screening results deposited in PubChem BioAssay by several laboratories.
Insulin prom inh – inhibitors of insulin promoter-driven GFP, primary screen, imaging, TRM-6 cells (human fetal islet line), eGFP reporter, cell count; inhibition, % at 2 µM; 130,000 compounds, 0.9% hits; reporter expression induced with tamoxifen;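 active = inhibition above the mean plus 3 SD, with well images judged a real hit on visual review, cut at about 60% in these data, passing the limit was not always enough; inconclusive = inhibition over the cutoff but images rejected on review; inactive = inhibition not above the cutoff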
SDO1 yeast rescue – growth rescue of sdo1-depleted yeast, primary screen, S. cerevisiae, bone marrow failure model. 140,000 compounds, 0.21% hits. z-score at 10 µM. S. cerevisiae sdo1-depleted JHY4D growth rescue, OD600 30 h; hits give high values; pdr5 snq2 efflux-pump mutant strain;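 active = z-score above 3 at both the 24 hr and the 30 hr optical density reads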;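 also: z-score against mean and SD of all compound wells on the same plate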
SDO1 yeast rescue Rescue 24 h – further read-out of SDO1 yeast rescue, marked with its call; z-score; S. cerevisiae sdo1-depleted JHY4D growth rescue, OD600; measured here: growth rescue at 24 h;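 0 is the plate mean of compound wells and units are plate SD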
* marks the source's active call; other numbers are inactive results.

How did Cc1cc(C)n(-c2nnc(C)n2/N=C/c2ccccc2OCc2ccccc2Cl)n1 do in these assays?
Insulin prom inh: -65; SDO1 yeast rescue: -2; SDO1 yeast rescue Rescue 24 h: -1.4

How did O=C(CN1C(=O)NC2(CCCc3ccccc32)C1=O)Nc1cccc(S(=O)(=O)N2CCCCC2)c1 (configuration not stated) do in these assays?
Insulin prom inh: 16; SDO1 yeast rescue: 0.19; SDO1 yeast rescue Rescue 24 h: 0.47

What do the screens show for `CC/C(=N\Nc1ccc([N+](=O)[O-])cc1)c1ccccc1`?
Insulin prom inh: -42

How did CCOC(=O)N/N=C\c1ccc([N+](=O)[O-])s1 do in these assays?
Insulin prom inh: 22

How did CCC(C(=O)NC(C)CCc1ccccc1)n1nc(C)n2c(cc3occc32)c1=O (configuration not stated) do in these assays?
Insulin prom inh: -31; SDO1 yeast rescue: -0.54; SDO1 yeast rescue Rescue 24 h: -0.39

What do the screens show for `C=CCn1c2ccccc2c2nnc(SCC(=O)Nc3cc(C)on3)nc21`?
Insulin prom inh: -8; SDO1 yeast rescue: 0.2; SDO1 yeast rescue Rescue 24 h: -0.02

Results for N#Cc1ccc(Oc2nc(Nc3ccc(F)cc3)nc(N3CCCC3)n2)cc1 ?
Insulin prom inh: -457; SDO1 yeast rescue: -1.9; SDO1 yeast rescue Rescue 24 h: -1.2

What do the screens show for `CCC(=O)N1Cc2ccccc2-c2ccccc2C1=O`?
Insulin prom inh: -167; SDO1 yeast rescue: -0.3; SDO1 yeast rescue Rescue 24 h: -0.32

How did Cc1c(O)c(CN2CCCC2)cc2c3c(c(=O)oc12)CCC3 do in these assays?
Insulin prom inh: 23; SDO1 yeast rescue: 0.64; SDO1 yeast rescue Rescue 24 h: 0.81

How did O=c1cc(N2CCCCC2)c(-c2ccccc2)nn1Cc1c(Cl)cccc1Cl do in these assays?
Insulin prom inh: -16; SDO1 yeast rescue: -1.1; SDO1 yeast rescue Rescue 24 h: -0.32

Results for Cc1ccc(S(=O)(=O)/N=C(/Nc2ccc3[nH]c(=O)[nH]c3c2)c2ccc(F)cc2)cc1 ?
Insulin prom inh: -47

How did N=C1C(c2nc3ccccc3s2)=C(O)CN1Cc1ccccc1 do in these assays?
Insulin prom inh: 16; SDO1 yeast rescue: -1.4; SDO1 yeast rescue Rescue 24 h: -0.43

What do the screens show for `COc1ccc(-c2noc(C3CCCN(C(=O)c4cccs4)C3)n2)cc1` (configuration not stated)?
SDO1 yeast rescue: -0.35; SDO1 yeast rescue Rescue 24 h: -1.5

What do the screens show for `COc1ccc(C(=O)NCCC2=CCCCC2)cc1OC`?
Insulin prom inh: -7; SDO1 yeast rescue: 0.79; SDO1 yeast rescue Rescue 24 h: 0.31

How did COc1ccc(NC(=O)[C@H](C)NC(N)=O)cc1S(=O)(=O)Nc1cc(C)ccc1Br do in these assays?
Insulin prom inh: -20

How did COc1ccc(CN2CCCCC2C(=O)Nc2ccc(OC)c(OC)c2)cc1OC (configuration not stated) do in these assays?
SDO1 yeast rescue: 0.02; SDO1 yeast rescue Rescue 24 h: -0.43

What do the screens show for `COc1ccc(NC(=S)NCCc2ccc(S(N)(=O)=O)cc2)c(OC)c1`?
Insulin prom inh: -7

How did OCc1nnc2c3ccccc3c(-c3ccccc3)nn12 do in these assays?
Insulin prom inh: 59; SDO1 yeast rescue: 0.58; SDO1 yeast rescue Rescue 24 h: 0.11

How did N#CC1=C(N)N(c2ncn[nH]2)C2=C(C(=O)CCC2)C1c1ccccc1 (configuration not stated) do in these assays?
Insulin prom inh: 38

How did CCN(CC)c1ccc(NC(=O)/C=C/c2cc(Br)ccc2OC)cc1 do in these assays?
Insulin prom inh: -23; SDO1 yeast rescue: -2.1; SDO1 yeast rescue Rescue 24 h: -1.4

Results for C#CCOC(=O)CCCC(=O)Nc1ccccc1OC ?
Insulin prom inh: 26; SDO1 yeast rescue: 0.5; SDO1 yeast rescue Rescue 24 h: 0.14

What do the screens show for `CCOc1ccc(C(C(=O)NC2CCCCC2)N(C(=O)c2ccco2)c2ccc(-n3cnnn3)c(C)c2)cc1` (configuration not stated)?
Insulin prom inh: -174; SDO1 yeast rescue: 2; SDO1 yeast rescue Rescue 24 h: 2.1

How did Cc1ccc(C(=O)CC(C(=O)O)P(=O)(c2ccccc2)c2ccccc2)cc1 (configuration not stated) do in these assays?
Insulin prom inh: 50

Results for Cc1ccc2cc3c(N)c(C(=O)Nc4c(C)[nH]c(=O)[nH]c4=O)sc3nc2c1 ?
SDO1 yeast rescue: 0.24; SDO1 yeast rescue Rescue 24 h: -0.05

Results for COc1ccc(N=Cc2c(O)cc(C)oc2=O)cc1 ?
Insulin prom inh: -8

How did CCc1cc[n+](C2=C([O-])c3ccccc3C(=O)/C2=N\S(=O)(=O)c2cccs2)cc1 do in these assays?
Insulin prom inh: -22; SDO1 yeast rescue: -0.98; SDO1 yeast rescue Rescue 24 h: -0.89

Results for O=C(Cc1ccccc1)NC(NNc1ccccc1)(C(F)(F)F)C(F)(F)F ?
Insulin prom inh: 18; SDO1 yeast rescue: -0.33; SDO1 yeast rescue Rescue 24 h: -0.61

Results for Cc1ccc2oc(=O)c(/C=C(\O)c3ccccc3)nc2c1 ?
Insulin prom inh: 55

How did O=C(O)CCc1nn2c3ccccc3n(CC(=O)c3cccs3)c2nc1=O do in these assays?
Insulin prom inh: -56

Results for Cc1cccc(N2CC(O)=C(c3nc4ccccc4n3C)C2=N)c1 ?
Insulin prom inh: 50; SDO1 yeast rescue: 1.7; SDO1 yeast rescue Rescue 24 h: 0.9

How did Cc1ccc(CN2C3=NCCN3c3ccccc32)cc1 do in these assays?
Insulin prom inh: -11

Results for COc1ccc([C@H]2[C@H](C(=O)C(C)(C)C)N3N=Cc4ccccc4C3[C@]23N=C(c2ccccc2)OC3=O)cc1 (some centres not stated) ?
Insulin prom inh: 23; SDO1 yeast rescue: -1.8; SDO1 yeast rescue Rescue 24 h: -1.8

Results for Cc1ccc(C)c(OCCN2C(=O)NC3(CCc4ccccc4C3)C2=O)c1 (configuration not stated) ?
Insulin prom inh: -23; SDO1 yeast rescue: -0.71; SDO1 yeast rescue Rescue 24 h: -0.26

Results for N#Cc1c(-c2ccccc2)cc2nc3ccccc3n2c1N ?
SDO1 yeast rescue: -1.7; SDO1 yeast rescue Rescue 24 h: -1.4

How did CCOC(=O)CNC(=O)CSc1nnc(SCC(=O)NCC(=O)OCC)s1 do in these assays?
Insulin prom inh: -36; SDO1 yeast rescue: 0.12; SDO1 yeast rescue Rescue 24 h: -0.9

Results for C=CCNc1ncnc2c1cnn2-c1cccc(C)c1 ?
Insulin prom inh: inconclusive; SDO1 yeast rescue: -0.06; SDO1 yeast rescue Rescue 24 h: -0.3

How did Cc1ccc(C(=O)N/C(=C\c2sccc2C)C(=O)NCc2ccco2)cc1 do in these assays?
Insulin prom inh: -10; SDO1 yeast rescue: -0.89; SDO1 yeast rescue Rescue 24 h: -0.62

What do the screens show for `Cc1ccccc1Cn1c(=N)n(CC(=O)c2ccc([N+](=O)[O-])cc2)c2ccccc21`?
Insulin prom inh: 14; SDO1 yeast rescue: -0.15; SDO1 yeast rescue Rescue 24 h: 0.11

How did COc1cc(N2CCCC2)ccc1[N+](=O)[O-] do in these assays?
Insulin prom inh: -8; SDO1 yeast rescue: 0.93; SDO1 yeast rescue Rescue 24 h: -0.33

Results for COc1cc(/C=C/C(=O)OCC(=O)Nc2ccc(S(=O)(=O)N3CCCC3)cc2)ccc1O ?
SDO1 yeast rescue: 1; SDO1 yeast rescue Rescue 24 h: 0.66

Two compounds drawn at random from the list so far, as already listed:
Results for Cc1ccc(C)c(OCCN2C(=O)NC3(CCc4ccccc4C3)C2=O)c1 (configuration not stated) ?
Insulin prom inh: -23; SDO1 yeast rescue: -0.71; SDO1 yeast rescue Rescue 24 h: -0.26

Results for COc1cc(/C=C/C(=O)OCC(=O)Nc2ccc(S(=O)(=O)N3CCCC3)cc2)ccc1O ?
SDO1 yeast rescue: 1; SDO1 yeast rescue Rescue 24 h: 0.66

Next records
What do the screens show for `COc1ccc(C(=O)Nc2nccs2)cc1[N+](=O)[O-]`?
SDO1 yeast rescue: 1.4; SDO1 yeast rescue Rescue 24 h: 0.53

What do the screens show for `O=S(=O)(Nc1ccc(-n2cccc2)cc1)c1ccccc1`?
Insulin prom inh: 3; SDO1 yeast rescue: 0.29; SDO1 yeast rescue Rescue 24 h: -0.32

What do the screens show for `COc1ccc(/C=C/C(=O)Oc2ccc(C)c(C)c2)cc1OC`?
Insulin prom inh: 25

How did Cc1c(C(=O)C(=O)N2c3ccc(F)cc3CCC2C)c2ccccc2n1C (configuration not stated) do in these assays?
Insulin prom inh: -26; SDO1 yeast rescue: -0.77; SDO1 yeast rescue Rescue 24 h: -1.3

How did CN(C)C(CNC(=O)c1ccc(NC(=O)CC#N)cc1)c1ccccc1 (configuration not stated) do in these assays?
Insulin prom inh: -36

What do the screens show for `CCN(CC)C(=O)Cn1cnc2sc(C(=O)N3CCN(Cc4ccc5c(c4)OCO5)CC3)c(C)c2c1=O`?
Insulin prom inh: -40

Results for C/C(=N/NC(=O)c1ccncc1)c1c[nH]c2ccccc12 ?
Insulin prom inh: 24

How did O=C(O)CCn1cc(/C=C\C(=O)c2ccc(Cl)cc2)c(-c2cccc(Br)c2)n1 do in these assays?
Insulin prom inh: 33; SDO1 yeast rescue: 0.06; SDO1 yeast rescue Rescue 24 h: -0.48

Results for CCN(C(=S)Nc1ccc(Oc2ccccc2)cc1)c1ccccc1 ?
SDO1 yeast rescue: -0.8; SDO1 yeast rescue Rescue 24 h: -1.5

How did O=C(C1CCCO1)N1CCC(c2nc3ccccc3[nH]2)CC1 (configuration not stated) do in these assays?
SDO1 yeast rescue: 2; SDO1 yeast rescue Rescue 24 h: 0.12

Reprinted from the part before: 4 compounds, then new ones.
Results for C/C(=N/NC(=O)c1ccncc1)c1c[nH]c2ccccc12 ?
Insulin prom inh: 24

How did O=C(O)CCn1cc(/C=C\C(=O)c2ccc(Cl)cc2)c(-c2cccc(Br)c2)n1 do in these assays?
Insulin prom inh: 33; SDO1 yeast rescue: 0.06; SDO1 yeast rescue Rescue 24 h: -0.48

Results for CCN(C(=S)Nc1ccc(Oc2ccccc2)cc1)c1ccccc1 ?
SDO1 yeast rescue: -0.8; SDO1 yeast rescue Rescue 24 h: -1.5

How did O=C(C1CCCO1)N1CCC(c2nc3ccccc3[nH]2)CC1 (configuration not stated) do in these assays?
SDO1 yeast rescue: 2; SDO1 yeast rescue Rescue 24 h: 0.12

Results for COc1ccc(N/C=C/C(=O)c2ccc(Cl)cc2)cc1 ?
SDO1 yeast rescue: 0.42; SDO1 yeast rescue Rescue 24 h: 0.24

How did Cc1ccc2nc(-c3ccccn3)cc(C(=O)Nc3ccc(S(=O)(=O)N4CCOCC4)cc3)c2c1 do in these assays?
Insulin prom inh: 21

How did Cc1cc2n(n1)C(c1sccc1C)Nc1c(C)cccc1-2 (configuration not stated) do in these assays?
SDO1 yeast rescue: -1.7; SDO1 yeast rescue Rescue 24 h: -1.5

Results for O=C(NCc1ccccc1)c1cccc(COc2cc(Cl)ccc2Cl)c1 ?
SDO1 yeast rescue: -0.17; SDO1 yeast rescue Rescue 24 h: 0.92

Results for CC1(C)CC(=O)C(C2c3ccccc3Oc3ccccc32)C(=O)C1 ?
SDO1 yeast rescue: -0.53; SDO1 yeast rescue Rescue 24 h: -1.1

Results for CCN1CCCC(NC(=O)c2scc3c2CCCC3)C1 (configuration not stated) ?
SDO1 yeast rescue: 0.43; SDO1 yeast rescue Rescue 24 h: 0.69

How did Cc1sc(NC(=O)C2C3CCC(C3)C2C(=O)O)c(C(N)=O)c1-c1ccc(C(C)(C)C)cc1 (configuration not stated) do in these assays?
Insulin prom inh: -21; SDO1 yeast rescue: 0.01; SDO1 yeast rescue Rescue 24 h: 0.43

Results for COc1ccc(N2CC(C(=O)Nc3ccc(N4CCOCC4)cc3)CC2=O)cc1 (configuration not stated) ?
Insulin prom inh: 19; SDO1 yeast rescue: 0.5; SDO1 yeast rescue Rescue 24 h: 0.54

How did COc1cccc(-n2nnc3c(=O)n(CC(=O)N4CCCCC4)cnc32)c1 do in these assays?
SDO1 yeast rescue: -0.15; SDO1 yeast rescue Rescue 24 h: -0.4

What do the screens show for `CC(C)C(c1nnnn1Cc1ccc(F)cc1)N1CCSCC1` (configuration not stated)?
Insulin prom inh: 16; SDO1 yeast rescue: 0.04; SDO1 yeast rescue Rescue 24 h: 2.1

What do the screens show for `COc1ccc(NC(=O)CSc2nc(N)c(C#N)cc2C#N)cc1`?
Insulin prom inh: -27; SDO1 yeast rescue: 0.17; SDO1 yeast rescue Rescue 24 h: 0.04

How did CCCSc1nc(-c2ccccc2)cc(C(F)(F)F)c1C#N do in these assays?
Insulin prom inh: 3; SDO1 yeast rescue: -0.34; SDO1 yeast rescue Rescue 24 h: -0.72

What do the screens show for `COc1ccc(C(=O)NC(C)c2nnc(SCC(=O)Nc3nc4ccccc4s3)n2C)cc1` (configuration not stated)?
Insulin prom inh: 38; SDO1 yeast rescue: 1; SDO1 yeast rescue Rescue 24 h: 1.3

How did CCOC(=O)CNC(=O)CSc1nnc(Cn2cnc3ccccc32)n1C do in these assays?
Insulin prom inh: -17; SDO1 yeast rescue: 0.96; SDO1 yeast rescue Rescue 24 h: 0.98

What do the screens show for `CC(=O)c1c(C)[nH]c(C(=O)CSc2ncnc3sc(-c4ccccc4)cc23)c1C`?
Insulin prom inh: -14; SDO1 yeast rescue: -0.47; SDO1 yeast rescue Rescue 24 h: 1.1

What do the screens show for `COc1ccc(CCNC(=O)CSc2c[nH]c3ccccc23)cc1OC`?
Insulin prom inh: -27

How did CCOc1ccc(NC(=O)CN(c2ccc([N+](=O)[O-])cc2)S(=O)(=O)c2ccccc2)cc1 do in these assays?
Insulin prom inh: 0; SDO1 yeast rescue: -0.79; SDO1 yeast rescue Rescue 24 h: -0.65
